# High-throughput results (PubChem)
# Vif-A3F inh: Vif-A3F binding inhibition; HeLa A3F-eYFP + Vif (tagged APOBEC3F with the HIV-1 protein that degrades it), YFP fluorescence increase; Potency, µM (highest dose often 46.1 µM), inactives show top-dose activity, negative = active; 390,000 tested, 0.2% active; AID 602313; also: potency is read from the fitted curve at half-maximal effect; % of control where 0% means no effect; nearly all actives have a fitted effect of over 65% in size
#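 Fluorescence increase (Ex 488/Em 500-530) after overnight compound treatment at 37 deg C flags inhibition of Vif-driven A3F-eYFP loss in stable HeLa A3F-eYFP/Vif cells seeded overnight beforehand.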
# RXFP1 agonist: agonists of human relaxin receptor RXFP1 | Q9HBX9 | HEK293T-RXFP1 cAMP TR-FRET, 30 min; response scale: percent of porcine relaxin response, buffer zero | Potency, µM (doses to about 57.5 µM), without a hit: at the top dose activation, most hits filed as activators | 370,000 tested, 0.3% active | AID 2676; also: potency is read from the fitted curve at half-maximal effect; % is scaled to controls: 0 for no effect and ±100 for the full control effect; nearly all actives have a fitted effect of over 60% in size; many of its hits are not listed in these tables
#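 HEK293 cells stably expressing RXFP1, treated 30 min at 37C with compounds plus PDE4 inhibitor Ro 20174; cAMP measured by HTRF TR-FRET. Normalized to buffer and 29 nM porcine relaxin; EC50 by Hill fit.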
# USP1-UAF1 inh: USP1/UAF1 (human) deubiquitinase inhibition; Potency, µM (titrated, usually from 57.1 µM), for inactives: at the top dose activity change, negative = inhibition, hits mostly inhibitors; recombinant USP1/UAF1, Ub-Rhodamine cleavage fluorescence; O94782; 390,000 tested, 0.23% active; also: potency is read from the fitted curve at half-maximal effect; % is scaled to controls: 0 for no effect and ±100 for the full control effect; nearly all actives have a fitted effect of over 60% in size; inactives centre near -12
#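 USP1/UAF1 complex at 1 nM was preincubated with compound for 15 min at room temperature, then Ub-Rho substrate (150nM final) was added. Fluorescence (480/540 nm) was read kinetically, 6 reads every 60 seconds.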
# IDH1 R132H inh: inhibitors of human mutant IDH1 R132H; O75874; IDH1-R132H enzyme, NADPH consumption, diaphorase/resazurin fluorescence; Potency, µM (doses to about 76.6 µM), for inactives: top-dose activity change, negative = inhibition, usual class: inhibitors; 390,000 tested, 0.093% active; AID 602179; also: potency is read from the fitted curve at half-maximal effect; % is scaled to controls: 0 for no effect and ±100 for the full control effect; nearly all actives have a fitted effect of over 65% in size
#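 IDH1-R132H (0.5 ug/mL dispensed) in pH 7.5 Tris buffer was preincubated 30 min with compound, then given a substrate mix of 0.016 mM NADPH and 2 mM alpha-KG for 80 min at room temperature; remaining NADPH was read by diaphorase/resazurin fluorescence.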
# PI4K2A inh: blocks human PI4K2A kinase activity. purified PI4K2A, ADP-Glo luminescence, 1 h; active compounds read low. activity change, negative = inhibition, % at 76.9 µM. 420,000 tested, 0.13% active; in the data active = activity change below about -50%; inconclusive = mostly about -30% to -49%;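 also: -100% = wells without enzyme as full effect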
#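 PI4K2A activity was measured by ADP-Glo luminescence: enzyme (4 ug/mL stock) and phosphatidylinositol (1.2 mM stock) in Tris pH 7.5/MgCl2/EGTA/Triton X-100 buffer were reacted with ATP (300 microM stock) for one hour at ambient temperature.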
# GRP78 ERSR act: inducers of ER stress response in human glioma cells; U87-MG GRP78 promoter luciferase reporter, 16 h; Potency, µM, inactives show at the highest dose activation, actives largely listed as activators; 420,000 tested, 0.02% active; also: potency is read from the fitted curve at half-maximal effect; series mostly up to about 76 µM; % of control where 0% means no effect; nearly all actives have a fitted effect of over 35% in size
#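 ERSR induction read as luciferase luminescence (Bright-Glo, 10 min at room temperature) in stably transfected human U87-MG glioma cells exposed to compounds for 16 h, using GRP78 as sensor.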
# TrxR1 substrate: rat thioredoxin reductase 1 substrate activity; O89049; purified TrxR1 substrate turnover, NADPH consumption readout; Potency, µM (doses to about 114 µM), for inactives: at the highest dose activity change, negative = substrate turnover; 390,000 tested, 0.01% active; AID 588456; also: potency is read from the fitted curve at half-maximal effect; % is scaled to controls: 0 for no effect and ±100 for the full control effect; nearly all actives have a fitted effect of over 50% in size
# Target sequence (O89049 whole entry, looked up): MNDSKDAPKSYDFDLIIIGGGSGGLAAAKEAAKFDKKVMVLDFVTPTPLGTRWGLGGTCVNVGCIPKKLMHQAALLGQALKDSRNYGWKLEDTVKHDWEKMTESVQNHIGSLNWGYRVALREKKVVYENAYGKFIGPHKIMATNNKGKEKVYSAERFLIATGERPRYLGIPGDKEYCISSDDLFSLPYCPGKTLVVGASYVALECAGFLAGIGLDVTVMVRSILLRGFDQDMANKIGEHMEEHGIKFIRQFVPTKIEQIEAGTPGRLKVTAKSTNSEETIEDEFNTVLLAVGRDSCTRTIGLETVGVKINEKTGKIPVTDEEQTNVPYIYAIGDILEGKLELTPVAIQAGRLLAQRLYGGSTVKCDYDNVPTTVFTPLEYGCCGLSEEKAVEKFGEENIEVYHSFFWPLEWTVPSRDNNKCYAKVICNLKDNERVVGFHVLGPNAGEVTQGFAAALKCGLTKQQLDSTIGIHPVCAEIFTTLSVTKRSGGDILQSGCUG
#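 Rat TrxR1, dispensed at 90 nM, was prereduced with 400 uM NADPH (final) for 5 min at ~22 deg C, then incubated with compound 15 min before 400 uM selenite. A first-read NADPH fluorescence drop versus no-compound background flagged substrates.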
# LDHA block: blocks human lactate dehydrogenase A | activity change, % (values are at about 110 or 230 µM) | 480,000 tested, 0.15% active | purified LDHA, NADH/diaphorase-resazurin fluorescence; active compounds read low | P00338; in the data active = activity change below about -30%; inconclusive = mostly about -25% to -30%;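 also: plate controls were DMSO wells for no effect and wells without enzyme for full effect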
#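 Enzyme activity of human lactate dehydrogenase 5 (2 nM; 0.06 mM NADH, 0.2 mM pyruvate, 5 min, RT) is measured via a resazurin/diaphorase fluorescence readout of residual NADH.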
# Vif-A3G inh: blocks the Vif interaction with human APOBEC3G; Q9HC16; HeLa A3G-eYFP + Vif (tagged APOBEC3G with the HIV-1 protein that degrades it), YFP fluorescence, overnight; Potency, µM (doses to about 46.1 µM), inactives show at the top dose activity, negative = active, usual class: inhibitors; 410,000 tested, 0.076% active;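 also: potency is read from the fitted curve at half-maximal effect; % is scaled to controls: 0 for no effect and ±100 for the full control effect; nearly all actives have a fitted effect of over 60% in size; hits raise eYFP signal because A3G escapes Vif-driven loss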
# Target sequence (Q9HC16 whole entry, looked up): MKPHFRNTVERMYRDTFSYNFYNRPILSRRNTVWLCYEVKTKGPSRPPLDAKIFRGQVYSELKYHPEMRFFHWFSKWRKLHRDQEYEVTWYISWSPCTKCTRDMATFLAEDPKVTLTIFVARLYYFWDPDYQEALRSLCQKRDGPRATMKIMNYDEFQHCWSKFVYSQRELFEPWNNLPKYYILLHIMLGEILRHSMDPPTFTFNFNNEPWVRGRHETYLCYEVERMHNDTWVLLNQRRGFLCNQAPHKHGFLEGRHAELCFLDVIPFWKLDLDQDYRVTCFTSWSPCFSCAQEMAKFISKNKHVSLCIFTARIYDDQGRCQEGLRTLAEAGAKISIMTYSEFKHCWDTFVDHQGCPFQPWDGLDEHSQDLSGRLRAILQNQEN
#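 HeLa cells stably expressing Vif and C-terminally eYFP-tagged A3G, seeded overnight at 37 deg C, then exposed to compound by pintool overnight at 37 deg C. Rise in yellow fluorescence (Ex 488/Em 500-530, Acumen) marks blocked Vif-driven A3G degradation.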
# * = called active by the depositor; ? = inconclusive; . = not tested or not shown; [ ] = another dose, or the depositor's remark. Unless noted, calls follow the shape of the dose curve; as a rule, active = well fitted curve in the direction sought with a large enough effect; inconclusive = small, poorly fitted or top-dose-only effect, or another doubt; inactive = no such curve, though single readings can be large; an effect the other way counts as inactive or inconclusive. Only part of the results is shown. The share of hits here may be higher or lower than overall.
SMILES,Vif-A3F inh,RXFP1 agonist,USP1-UAF1 inh,IDH1 R132H inh,PI4K2A inh,GRP78 ERSR act,TrxR1 substrate,LDHA block,Vif-A3G inh
CC(C)NC(=O)N(C)C[C@H]1Oc2ccc(NC(=O)NC3CCCCC3)cc2C(=O)N([C@H](C)CO)C[C@@H]1C,1%,.,-1%,-6%,3,-1%,4%[57.1 µM],3,2%
O=C1C2C3C=CC(C3)C2C(=O)N1c1ccc2ccccc2c1 (configuration not stated),-14%,-1.2%,-25%,1%,-5,1%,4%,0,-3%
C[C@H]1CN([C@@H](C)CO)C(=O)CCCn2cc(nn2)CO[C@@H]1CN(C)C(=O)Nc1cccc2ccccc12,-4%,.,-23%,9%,-4,-4%,.,16,-5%
CCCCOC(=O)Nc1ccc(N2CCOCC2)cc1,-8%,0.8%,-14%,5%,-6,0%,10%,4,1%
CCCc1cc(=S)n2c([nH]c3ccccc32)c1C#N,-1%,1.9%,-7%,-2%,-4,-1%,19%,-11,-6%
COc1ccc(Cn2nnc3c(=O)[nH]c(C4CCCN(C(=O)c5ccccc5)C4)nc32)cc1 (configuration not stated),-1%,-1.1%,?,1%,4,-3%,4%,-6,1%
Cc1cc([N+](=O)[O-])nn1CC(=O)NC(C)c1ccccc1 (configuration not stated),-6%,0.1%,-6%,4%,3,-3%,-6%,-7,0%
Cc1ccccc1CC(=O)NC1CCN(Cc2ccccc2)CC1,-4%,3.5%,-16%,-13%,-11,-3%,-4%,0,-6%
COc1cc(OC)cc(-c2nnc(SCC(=O)Nc3cccc(C(=O)O)c3)s2)c1,-11%,-0.1%,-4%,-7%,1,1%,1%,5,2%
CCOC(=O)c1ccc(NC(=O)COc2cccc3c(=O)n(C)ccc23)cc1,2%,0.6%,-4%,1%,2,-1%,-5%[57.1 µM],-4,0%
O=C(NC(=S)Nc1ncccn1)c1ccc(F)cc1,-40%,-0.1%,-25%,4%,3,5%,0%,-15,7%
c1ccc(OCCCCN2CCCCC2)cc1,-6%,0.8%,-20%,2%,2,-5%,4%[57.1 µM],-9,-4%
COc1ccccc1NC(=O)CSc1nnnn1Cc1ccccc1,-5%,0.9%,5%,8%,-3,-1%,6%[57.1 µM],0,-4%
CC(C)CCn1c(Oc2ccccc2F)nc2c1c(=O)n(C)c(=O)n2C,3%,3.7%,?,-13%,-3,0%,-1%[57.1 µM],0,1%
Cc1cc(Nc2cc(C)on2)n2ncnc2n1,6%,3.9%,-14%,0%,-1,2%,5%[57.1 µM],4,-2%
Cc1ccnc(NC(=O)c2cccc(S(=O)(=O)N3CCCc4ccccc43)c2)c1,11%,0.2%,-19%,-2%,0,-6%,1%,-4,4%
OC1=C(O)c2nc3cc(F)ccc3nc21,4%,4.9%,-10%,10%,0,2%,-2%,-3,1%
COc1ccc(C/C(=N\O)c2ccc(OC)cc2)cc1,0%,0.8%,-25%,5%,2,-8%,5%,-4,-1%
CCn1c2ccccc2c2cc(/C=N/NC(=O)c3ccc(O)cc3)ccc21,5%,-0.3%,-17%,6%,5,0%,83%,-1,-7%
COCCn1c(C)cc(C(=O)COC(=O)c2ccc(N3CCCC3=O)cc2)c1C,-1%,1.9%,-15%,-9%,-3,1%,8%[57.1 µM],1,-1%
COc1ccc(CNCC(=O)Nc2cccc(S(N)(=O)=O)c2)cc1,6%,0.1%,-11%,7%,-1,-2%,5%[57.1 µM],-20,-2%
CCc1cc(C(c2ccc(F)cc2)N2CCOCC2)c(NC(=O)c2ccccc2)s1 (configuration not stated),-5%,1.8%,-8%,-1%,-9,-3%,3%,3,0%
CN(C)/C=C1/Nc2ccccc2C1=O,.,-3.0%,-20%,-27%,7,1%,-2%,4,0%
CC(=O)c1ccc(OCC(=O)OCC(=O)N(CC(C)C)c2c(N)n(Cc3ccccc3)c(=O)[nH]c2=O)cc1,6%,-0.6%,1%,-2%,1,-4%,-4%,-10,0%
CCCC(=O)N1CCCC(c2nc(-c3cccs3)no2)C1 (configuration not stated),-6%,2.0%,-6%,1%,10,0%,-7%,2,1%
# Next part:
SMILES,Vif-A3F inh,RXFP1 agonist,USP1-UAF1 inh,IDH1 R132H inh,PI4K2A inh,GRP78 ERSR act,TrxR1 substrate,LDHA block,Vif-A3G inh
CN(C)C(=S)Nc1cccc(F)c1,-8%,1.1%,-23%,-4%,-3,8%,4%,0,0%
O=C(CNCc1ccc(Cl)cc1)Nc1ccc2c(c1)OCCO2,10%,1.8%,-23%,-7%,3,9%,-7%,-20,1%
COc1cc(CNC[C@H]2O[C@@H](n3ccc(N)nc3=O)[C@H](O)[C@@H]2O)ccc1OCc1ccc(C)cc1,-2%,.,-14%,-3%,3,-1%,.,-2,3%
CCN(CC(=O)NC(C)(C)C)C(=O)c1cccc(S(=O)(=O)N2CC3(C)CC2CC(C)(C)C3)c1 (configuration not stated),-7%,.,?,1%,1,-3%,.,4,-3%
Cc1ccc(C2=NN(CC(=O)O)C(=O)CC2)cc1,-5%,-1.9%,-5%,5%,-1,-6%,1%[57.1 µM],4,-4%
Cc1ccccc1Cn1c(=O)n(CCCCC(=O)NCc2ccccc2Cl)c(=O)c2ccccc21,-12%,1.1%,-3%,5%,-3,-2%,-1%,-11,2%
S=C(NCc1ccccn1)Nc1cccc(Cl)c1,7%,-1.0%,-2%,3%,?,6%,20%[57.1 µM],1,0%
COc1ccc(Cl)cc1NC(=O)CN(C)C(=O)c1n[nH]c2ccccc12,-1%,0.0%,-6%,-7%,3,-2%,-8%[57.1 µM],-11,2%
O=[N+]([O-])c1ccc(C(O)CN2CCN(C/C=C/c3ccccc3)CC2)cc1 (configuration not stated),-15%,15%,-16%,1%,1,-6%,-6%,-8,-4%
CCn1c(=O)c2c(nc(SCC(=O)N3CCC(C)CC3)n2C)n(C)c1=O,-17%,16%,0%,-2%,5,-2%,-1%,-2,-2%
Cc1cccc(NC(=O)c2ccc(N3C(=O)C4C5C=CC(C6CC56)C4C3=O)cc2)c1 (configuration not stated),?,5.8%,-6%,6%,3,-1%,0%,-3,3%
O=Cc1cn(CC(=O)NCC2CCCO2)c2ccccc12 (configuration not stated),0%,-2.3%,2%,10%,1,-2%,-3%,-1,0%
COc1ccc(Cn2cc(F)c(=O)n(C)c2=O)cc1[N+](=O)[O-],10%,-1.0%,-4%,14%,13,-3%,12%[57.1 µM],-11,-1%
Cc1csc(NC(C)c2nc3cc(C(F)(F)F)ccc3n2CCOCCO)n1 (configuration not stated),-14%,.,?,3%,1,-3%,4%,-4,-3%
CCc1cccc(NC(=O)c2ccc3c(c2)N(Cc2cccc(Cl)c2)C(=O)c2ccccc2S3=O)c1 (configuration not stated),-10%,2.4%,?,-20%,-17,0%,3%[57.1 µM],-2,2%
CCCC(CCC)c1nc2ccncc2[nH]1,6%,-0.2%,-18%,11%,-1,0%,3%,-18,-1%
CCCCNC(=O)c1[nH]c2ccccc2c1Sc1ccc(C)cc1,4%,0.3%,?,5%,3,-1%,5%,-3,-3%
CC1=NN(C(N)=S)C(=O)C1N=Nc1ccccc1C (configuration not stated),-5%,-5.0%,-20%,0%,35,6%,-26%[57.1 µM],0,0%
CCC(CCCO)CCC[C@H](C)CCC1OCCO1 (some centres not stated),5%,1.7%,-26%,0%,0,-2%,-5%,1,-5%
COc1ccc2cc(C3=CCCCC3)ncc2c1,0%,0.0%,?,22%,-5,-3%,32%,0,-4%
O=C(CN1CCN(S(=O)(=O)c2ccc3ccccc3c2)CC1)NC(=O)NC1CCCCC1,-1%,-0.1%,-19%,3%,1,-4%,-7%,1,3%
Cc1ccc(/C=N\Nc2nc3ccc(Cl)cc3[nH]2)o1,8%,-3.2%,-16%,9%,-4,3%,-10%,-4,7%
COC(=O)c1sc(-c2ccccc2)cc1NC(=O)c1cccc(F)c1,-9%,0.1%,1%,1%,-1,-4%,4%,-1,-1%
COc1ccc(/C=C2/C(=O)OCc3cc(OC)c(OC)cc32)cc1,13%,8.1%,-26%,0%,-1,-6%,-4%,-9,?
Cc1nnc(SCC(=O)NCc2ccccc2Cl)n(N)c1=O,2%,-0.5%,-10%,7%,12,0%,-4%,1,-1%
Cc1ccc(NC(=O)COC(=O)CCc2nc3ccccc3c(=O)[nH]2)cc1Cl,10%,2.2%,-3%,4%,4,1%,4%[57.1 µM],-3,3%
C(=N\n1cnnc1)/c1ccc(OCc2ccccc2)cc1,1%,0.7%,-9%,10%,1,6%,8%[57.1 µM],2,-1%
S=C(NCc1ccccn1)Nc1ccccc1,2%,3.4%,-17%,0%,0,-4%,4%,-6,-6%

# Profiles as entered above:
# O=Cc1cn(CC(=O)NCC2CCCO2)c2ccccc12 (configuration not stated) as listed: Vif-A3F inh: 0%; RXFP1 agonist: -2.3%; USP1-UAF1 inh: 2%; IDH1 R132H inh: 10%; PI4K2A inh: 1; GRP78 ERSR act: -2%; TrxR1 substrate: -3%; LDHA block: -1; Vif-A3G inh: 0%
# CCc1cccc(NC(=O)c2ccc3c(c2)N(Cc2cccc(Cl)c2)C(=O)c2ccccc2S3=O)c1 (configuration not stated) as listed: Vif-A3F inh: -10%; RXFP1 agonist: 2.4%; USP1-UAF1 inh: ?; IDH1 R132H inh: -20%; PI4K2A inh: -17; GRP78 ERSR act: 0%; TrxR1 substrate: 3%[57.1 µM]; LDHA block: -2; Vif-A3G inh: 2%
